MKP-3 inhibition: inhibition of rat DUSP6 enzyme activity – biochemical, in vitro, primary screen (AID 425); recombinant MKP-3 phosphatase activity, fluorescence; higher % means a stronger effect; one-dose inhibition, % at 20 µM; IC50 in µM for titrated hits; 0.17% of 110,000 active; in the data active = inhibition above about 50%;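 note: plate controls were vehicle for no effect and reference inhibitor for full effect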
Hsp70 displacement: small molecules displacing fluorescent ligand from Hsp70 – biochemical, fluorescence polarization, primary screen (AID 583); one-dose displacement, % at 20 µM; IC50 in µM for titrated hits; Hsp70 fluorescence polarization probe displacement, mP; higher % means a stronger effect; 0.06% of 140,000 active; in the data active = displacement above about 50%;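 note: plate controls were vehicle for no effect and reference ligand for full effect; a part of the inactive calls stands beside numbers as strong as those of hits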
* = called active by the depositor; / = not tested or not shown; & = joins results of further samples. The list is partial. The share of hits here may be higher or lower than overall.

MKP-3 inhibition	Hsp70 displacement	Structure
-6%	-3.8%	O=C(CS(=O)(=O)c1cn(Cc2ccc(F)cc2)c2ccccc12)N1CCCCC1
0%	-4.0%	Cc1noc(C)c1C(=O)Nc1nnc(-c2ccccc2)s1
-2%	-2.4%	O=C(c1ccc(S(=O)(=O)N2CCOCC2)cc1)N1CCN(c2ccccc2F)CC1
-4%	0.0%	Cn1c(Cc2csc(N)n2)nnc1SCC(=O)NC1CCCCC1
-3%	-7.9%	COc1ccc(C2C(=O)N(CCc3ccccc3)CC(=O)N2C2CCCC2)cc1 (stereo not drawn)
/	4.4%	COc1cccc(Cn2c(NCc3cccnc3)nc3c2c(=O)n(C)c(=O)n3C)c1
-12%	-8.5%	O=C(Cn1c(C(=O)N2CCN(C3CCCCC3)CC2)cc2sccc21)c1ccccc1
/	0.8%	O=C(CC(NCCc1ccccc1)C(=O)O)Nc1ccc(O)cc1 (stereo not drawn)
-2%	7.4%	COc1cccc(C(=O)OC2CCCN(C)C2)c1 (stereo not drawn)
0%	-3.1%	COc1ccc(OC)c(/C=C2/SC(=S)N(c3ccccc3OC)C2=O)c1
/	-3.2%	O=C(NCCc1ccccc1)c1nc2ncccn2n1
-8%	2.5%	CCOC(=O)Nc1ccc2c(c1)ncn2C1CCCCC1
4%	-0.2%	COc1ccc(/C=C/C(=O)c2ccc([N+](=O)[O-])cc2)s1
-1%	-0.6%	COc1ccccc1C1CC(c2ccc(C)cc2)Nc2ncnn21 (stereo not drawn)
-1%	-2.7%	Cc1ccc(NC(=O)C2CCCN(S(=O)(=O)c3c(C)noc3/C=C/N(C)C)C2)cc1F (stereo not drawn)
6%	-3.0%	Cc1ccccc1C(=O)Nc1sc2c(c1C(=O)N1CCN(Cc3ccccc3)CC1)CCC(C)C2 (stereo not drawn)
1%	2.5%	CCOc1ccc(NC(=O)CN(c2ccc(OC)c(Cl)c2)S(=O)(=O)c2ccccc2)cc1
/	1.6%	CCc1ccc(NC(=O)CNC(=O)c2cn(-c3ccccc3OC)c(=O)c3ccccc23)cc1
0%	-3.0%	Cc1ccc(NC(=O)c2ccccc2N(Cc2ccccc2)S(C)(=O)=O)cc1Cl
-3%	-6.1%	CCc1c(C)nc2ncnn2c1Nc1ccc(C#N)c(Cl)c1
-3%	-3.1%	CCOC(=O)C1=C(C)N=C2SC(CC)C(=O)N2C1c1cccc(F)c1 (stereo not drawn)
2%	0.2%	O=S(=O)(Nc1ccc(Cl)cn1)c1ccc2ccccc2c1
/	-1.3%	CCOCC(=O)Nc1nc2ccccc2s1
1%	-2.4%	CC(=O)Nc1ccc(NC(=O)c2c(Cl)cccc2Cl)cc1
/	-1.0%	CCOC(=O)c1c(C)[nH]c(C)c1C(=O)CN1C(=O)NC2(CCC(C)CC2)C1=O (stereo not drawn)
6%	-2.6%	O=C(N/N=C/c1c[nH]c2ccccc12)c1cc(C23CC4CC(CC(C4)C2)C3)[nH]n1
1%	1.8%	Cc1c(C(=O)Nc2ccc(S(=O)(=O)Nc3nccs3)cc2)cccc1[N+](=O)[O-]
-14%	6.2%	CN1CCN(C(=O)c2cc3c(n(-c4ccccc4)c2=O)CC(C)(C)CC3=O)CC1
-5%	-0.8%	Cc1cc(NS(=O)(=O)c2ccc(NC(=O)Nc3cccc(Cl)c3)cc2)no1
2%&2%	0.7%&-1.0%	N#CC1=C(N)Oc2cc(O)ccc2C1C1CCCCC1 (stereo not drawn)
/	-4.9%	O=c1c2ccccc2nc(CSc2nnnn2-c2ccccc2)n1-c1cccc(C(F)(F)F)c1
-1%	-1.3%	Cc1nn(-c2nc3ccccc3[nH]2)c(N)c1-c1ccccc1
-6%&0%	-5.3%&-8.6%	Nc1nonc1-c1nc2ccccc2n1Cc1ccc(Cl)cc1
2%	1.0%	COc1ccc(N2C(=O)c3ccccc3NC2c2ccc(OC)c(COc3ccc(NC(C)=O)cc3)c2)cc1 (stereo not drawn)
-21%	2.7%	COC(=O)c1ccccc1NC(=O)N1c2ccccc2CC1C (stereo not drawn)
-8%	-1.0%	CN(C)C(=O)CN1C(=O)C2CCCCN2C(=O)c2ccccc21 (stereo not drawn)
-4%	13%	CCOC(=O)c1ccc(N2C(=O)c3n[nH]c(C)c3C2c2ccccc2)cc1 (stereo not drawn)
-1%	2.5%	O=C1CC(Nc2ccc(F)cc2)C(=O)N1c1ccc(Br)cc1 (stereo not drawn)
-3%	2.0%	CCN(CC)CCCNC(=O)c1cc2c(=O)n(C)c3ccccc3c2n1C
/	26%	Cn1nc(-c2ccc(Cl)cc2)nc2c(=O)n(C)c(=O)nc1-2
6%	-1.8%	CC(C)(C)c1ccc(/C=C/C(=O)n2cccn2)cc1
/	5.6%	COc1ccc(C2=CC(=O)OC3(CCCC3)O2)cc1
-7%	-5.1%	Cc1ccc(NC(=O)COC(=O)c2ccc3c(c2)NC(=O)C2CCCN32)cc1 (stereo not drawn)
-7%	-2.4%	COc1ccc(N2CCN(C(=O)CSc3ncnc4c3cnn4-c3ccc(OC)cc3)CC2)cc1
0%	3.7%	C/C(=N\NC(=O)COc1ccc(Cl)cc1)c1ccc(Cl)s1
0%	2.7%	CC(C)C(c1nnnn1C1CCCCC1)N1CCOCC1 (stereo not drawn)
3%	6.7%	O=C(Nc1ccc2nn(-c3ccccc3)nc2c1)c1cc(I)ccc1Cl
5%	-1.4%	CCOC(=O)COc1ccc(-c2nc3sc4c(c3c(=O)[nH]2)CCCC4)cc1OC
0%	-2.7%	Cn1c2c(c(=O)n(C)c1=O)C1c3ccccc3OCC1C(C)(C)O2 (stereo not drawn)
3%	29%	O=C(CCN1CCOCC1)c1ccc(Cl)cc1
/	-2.6%	CC(C)COC(=O)Nc1ccc(C(=O)O)cc1
6%	-0.6%	COc1ccc(C)cc1C(=O)C1CC(C(=O)O)C(C)(C)C1C (stereo not drawn)
0%	-2.4%	Nc1cc(-c2ccc(Br)cc2)nn1Cc1ccc(Cl)cc1
-5%	-3.5%	COc1ccc(S(=O)(=O)N2CCC(n3cnc4cc(C(F)(F)F)ccc43)CC2)cc1
-2%	-3.1%	COc1cccc(-c2nc(CS(=O)CC(=O)NCCCOC(C)C)c(C)o2)c1 (stereo not drawn)
-6%	-2.1%	CCCS(=O)(=O)N1CCCC(C(=O)NCCc2ccc(OC)c(OC)c2)C1 (stereo not drawn)
1%	-4.7%	CC(Cc1ccccc1)NC(=S)Nc1ccccc1 (stereo not drawn)
4%	-0.9%	O=C(CCN1C(=O)/C(=C/c2ccccc2)SC1=S)NNC(=O)c1ccccc1Br
0%	0.2%	CCN(CC)CCOc1ccc([N+](=O)[O-])cc1
-6%	5.5%	COC(=O)C(C)Sc1nnc(Cc2cc(=O)[nH]c(=O)[nH]2)n1-c1ccc(Cl)cc1 (stereo not drawn)

Another view of 6 compounds above:
The line under a structure holds: MKP-3 inhibition, Hsp70 displacement
> Nc1nonc1-c1nc2ccccc2n1Cc1ccc(Cl)cc1
→ -6%&0%, -5.3%&-8.6%
> CCOc1ccc(NC(=O)CN(c2ccc(OC)c(Cl)c2)S(=O)(=O)c2ccccc2)cc1
→ 1%, 2.5%
> COc1ccc(C)cc1C(=O)C1CC(C(=O)O)C(C)(C)C1C (stereo not drawn)
→ 6%, -0.6%
> CC(Cc1ccccc1)NC(=S)Nc1ccccc1 (stereo not drawn)
→ 1%, -4.7%
> CN1CCN(C(=O)c2cc3c(n(-c4ccccc4)c2=O)CC(C)(C)CC3=O)CC1
→ -14%, 6.2%
> Cc1cc(NS(=O)(=O)c2ccc(NC(=O)Nc3cccc(Cl)c3)cc2)no1
→ -5%, -0.8%

Next section
MKP-3 inhibition	Hsp70 displacement	Structure
-1%	-1.5%	O=[N+]([O-])c1cccc(-c2ncnn2-c2ccccc2)c1
9%	-4.4%	O=C(Nc1cccc(Cl)c1)C1CCCN(S(=O)(=O)c2cnc[nH]2)C1 (stereo not drawn)
4%	-4.6%	CCOc1ccc(NCCC(=O)c2ccc3c(c2)OCO3)cc1
-9%	-0.6%	CSc1nnnn1CCn1nnnc1SC
0%	3.2%	Cc1cccc(NC(=O)CSc2nccn2C)c1C
0%	2.2%	CC(=O)c1cccc(Nc2nc(-c3ccc(Br)cc3)cs2)c1
-4%	/	O=C(O)CN(c1ccccc1F)S(=O)(=O)c1ccccc1
-1%	-1.9%	CCOC(=O)Cc1csc(NC(=O)COc2ccc(OC)cc2)n1
-1%	-0.2%	Cc1nc2cc(N=Cc3c[nH]c4ccccc34)ccc2n1C
/	0.1%	COc1ccc(-c2c(-c3ccc(O)cc3O)n[nH]c2C)cc1OC
-15%	4.5%	Cc1ccccc1-n1nnnc1-c1ccccc1
/	-0.7%	Cn1c(=O)n(CC(=O)N2CCOCC2)c2ccccc21
0%	-0.1%	O=C1NC(=O)/C(=C\c2ccc(O)c(Cl)c2)N1
0%	4.1%	Cn1c(=O)n(C)c2cc(/C=C(\C#N)c3nn(-c4ccccc4)c(N)c3C#N)ccc21
2%	-2.3%	COc1ccccc1/C=N/NC(=O)CSc1nc2ccccc2n1Cc1ccccc1
3%	0.9%	O=C(Cc1ccc([N+](=O)[O-])cc1)NCc1ccccn1
-7%	1.2%	Cc1ccc(-c2nnn(CC(=O)N(c3cccc(F)c3)C(C(=O)NC3CCCC3)c3ccco3)n2)o1 (stereo not drawn)
2%	5.3%	CCOc1ccc(CCNC(=O)C2CCCN(c3nn4c(=O)cc(C)nc4s3)C2)cc1OCC (stereo not drawn)
8%	-3.6%	Cc1ccc(-c2nn(-c3cc(N4CCN(C)CC4)ccc3[N+](=O)[O-])c(=O)c3ccccc23)cc1C
-6%	-0.2%	COc1ccc(Nc2oc(-c3cccs3)nc2C#N)cc1
2%	-3.3%	O=C(N/N=C/c1ccccc1)c1cc(=O)[nH]c2ccccc12
-7%	-3.0%	COc1ccc2cc(C(c3nnnn3Cc3ccc(F)cc3)N3CCCCCC3)c(=O)[nH]c2c1 (stereo not drawn)
-1%	4.7%	CC1=C(C(=O)Nc2ccccc2)C(c2ccccc2F)NC(=S)N1 (stereo not drawn)
2%	-4.7%	O=C(N/N=C\c1cc(Cl)cc([N+](=O)[O-])c1O)c1ccc(Br)cc1
4%	-1.1%	O=C(NC1CCCc2ccccc21)C1CCN(S(=O)(=O)N2CCCCCC2)CC1 (stereo not drawn)
-10%	2.0%	CCOC(=O)c1[nH]c(=O)[nH]c1COC(=O)c1cc2ccccc2o1
-3%	1.4%	CCCCN(C(=O)NC(=O)C1=C(N2CCOCC2)/C(=C/c2ccccc2)CC1)S(C)(=O)=O
0%	0.7%	Cc1c(C(=O)OCC(=O)c2ccc3c(c2)OCCO3)oc2ccccc12
/	2.9%	CCOc1cc(C(=O)OCC(=O)Nc2cc(C)on2)cc(OCC)c1OCC
1%	5.1%	O=C(/C=C/c1ccccc1)c1cccc(N2C(=O)C3C4C=CC(C4)C3C2=O)c1 (stereo not drawn)
3%	-3.8%	CCOC(=O)c1nnn(-c2nonc2-n2cccc2)c1CN1CCC(C)CC1
-2%	-1.9%	O=C(NCc1ccccn1)c1ccc(Cl)cc1Cl
7%	-5.7%	CN1C(=O)c2c(sc3c2CCCC3)NC1c1ccccc1O (stereo not drawn)
-2%	1.1%	Cc1cc(/C=C2\C(=O)NC(=O)N(c3cccc(F)c3)C2=O)c(C)n1C
1%	0.0%	O=C(Nc1ccc([N+](=O)[O-])cn1)c1cc(-c2ccc(Cl)c(Cl)c2)nc2ccccc12
/	4.4%	Cn1c(SCC(=O)OCc2ccccc2)nnc1-c1ccco1

Already shown: entries from further up.
MKP-3 inhibition	Hsp70 displacement	Structure
-6%	-3.8%	O=C(CS(=O)(=O)c1cn(Cc2ccc(F)cc2)c2ccccc12)N1CCCCC1
0%	-4.0%	Cc1noc(C)c1C(=O)Nc1nnc(-c2ccccc2)s1
-2%	-2.4%	O=C(c1ccc(S(=O)(=O)N2CCOCC2)cc1)N1CCN(c2ccccc2F)CC1

(cont.)
MKP-3 inhibition	Hsp70 displacement	Structure
-4%	-5.0%	CC(=O)N1CCN(C(=O)CCc2c[nH]c3ccccc23)CC1
4%	2.9%	CC(C)(C)OC(=O)N1CCOCCOCCN(C(=O)OC(C)(C)C)CCOCC1
-8%	-1.6%	CCn1c(COc2ccccc2)nnc1SCC(=O)Nc1cc(OC)ccc1OC
-8%	/	O=C(O)c1ccccc1C(=O)OCc1ccccc1
-1%	1.0%	CCCCOc1ccc(NC(=O)CN2CCN(C(=O)OCC)CC2)cc1
0%	1.5%	O=C(NN1CCOCC1)c1cc(-c2ccccc2)nc2ccccc12
2%	0.2%	COC(=O)c1c(-c2ccc(OC)cc2OC)csc1N
2%	-4.9%	COc1ccc(CNC(=O)Nc2cccs2)cc1OC
/	-3.4%	COCn1c(-c2ccc(OC)cc2)nc2ccccc21
/	-1.6%	CCC(C)(C)NC(=O)C(c1ccncc1)N(Cc1ccc(C)cc1)C(=O)c1csnn1 (stereo not drawn)
-2%	-1.4%&-0.3%	O=C(Cn1c(=O)n(CC(=O)NCc2ccccc2)c2ccccc21)NCc1ccccc1

Whole records from above. Order of values: MKP-3 inhibition, Hsp70 displacement
Shown for COc1ccc(CNC(=O)Nc2cccs2)cc1OC = 2%, -4.9%
Shown for CCCCOc1ccc(NC(=O)CN2CCN(C(=O)OCC)CC2)cc1 = -1%, 1.0%
Shown for O=C(O)c1ccccc1C(=O)OCc1ccccc1 = -8%, /
Shown for O=C(Cn1c(=O)n(CC(=O)NCc2ccccc2)c2ccccc21)NCc1ccccc1 = -2%, -1.4%&-0.3%

Compound activity from PubChem.
